High-throughput results (PubChem)
Calpain2 inh – inhibitors of pig calpain II | purified calpain II, fluorogenic peptide substrate, 30 min | inhibition, % at 16 µM | 220,000 tested, 0.37% active;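 active = inhibition above about 50%, limit read from the data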
Tb hexokinase – blocks Trypanosoma brucei hexokinase 1 activity; recombinant TbHK1, G6PDH-coupled NADH A340; 220,000 tested, 0.11% active; AID 1430; inhibition, % at 10 µM;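 active = inhibition of 50% or more in the single-dose primary screen; inactive = inhibition below 50%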
zfTRPN1 agonist – zebrafish TRPN1 (NompC) channel agonism; HEK293 zebrafish TRPN1-YFP, Fluo-8 calcium fluorescence; 100% = response to 87 µM carbachol; activation, % at 3 µM; 220,000 tested, 0.18% active;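 active = activation above its plate's cutoff, the mean activation of test wells on that plate plus 3 SD, cut at about 19% in these data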;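 also: 0% = DMSO alone and 100% = 87 µM carbachol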
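Assay system: Zebrafish TRPN1-YFP in HEK293 cells | Incubation: Dye loading 1 h at 37 °C, then 30 min room temperature | Measured by: Kinetic Fluo-8 fluorescence, ex 470-495, em 515-575 nm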
KCC2 mod – modulators of human KCC2 chloride dependent transport. KCC2 cells, thallium flux FluoZin-2 fluorescence. B-score of Tl+ flux slope (higher = more flux/activation; lower = inhibition) at 10 µM. Q9H2X9. 190,000 tested, 2.2% active;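 active = thallium flux slope and its plate-corrected score both differing from the plate sample mean at a set confidence after two filtering rounds, in either direction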;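 also: slope of fluorescence scaled to starting intensity during 10 to 20 s after thallium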
Furin inhibitor – human furin inhibition; purified furin, fluorogenic substrate cleavage; inhibition, % at 30 µM; P09958; 220,000 tested, 0.061% active; in the data active = inhibition above about 25%; also: inactives centre near -15
Thrombin inh – inhibitors of human thrombin; P00734; alpha-thrombin, Boc-VPR-AMC fluorogenic substrate cleavage; inhibition, % at 5 µM; 220,000 tested, 0.26% active;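 active = inhibition at or above 40%; inactive = inhibition below 40%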;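 also: 0% = enzyme with no compound and 100% = wells without enzyme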
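Test system: human alpha-thrombin protein / Dosing: one concentration per compound, 5 µM, with 0.2% DMSO / Medium: pH 7.5 Tris-saline with Tween 20 / Benchmarks: no-compound enzyme wells and no-enzyme blanks / Read-out basis: percent inhibition of thrombin substrate cleavage / Timing: reaction at room temperature / Measured by: fluorescence, ex 355 nm, em 460 nm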
EBV gp42 inh – blocks Epstein-Barr virus glycoprotein 42 binding | inhibition, % (tested at 21.74 µM) | Fluorescence polarization binding assay, mP read-out | Q1HVG2 | 220,000 tested, 0.42% active; in the data active = inhibition above about 50%
Target sequence (Q1HVG2 whole entry, looked up): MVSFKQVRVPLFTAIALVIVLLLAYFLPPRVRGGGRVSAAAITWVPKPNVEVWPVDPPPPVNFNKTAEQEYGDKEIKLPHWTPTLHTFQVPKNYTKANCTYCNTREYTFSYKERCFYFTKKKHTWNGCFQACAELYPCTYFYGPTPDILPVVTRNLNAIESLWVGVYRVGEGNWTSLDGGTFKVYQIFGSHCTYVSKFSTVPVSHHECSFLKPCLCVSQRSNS
PPC-1+TRAIL kill – kills PPC-1 cancer cells in the presence of TRAIL; PPC-1 cells + TRAIL, ATPLite viability luminescence; cell killing (% activity), % at 4 µM; 220,000 tested, 0.41% active;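 active = cell killing above 50% in the first pass at 4 µM, then a duplicate retest at 5 µM averaging 50% or more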;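 also: plate controls were cells with TRAIL plus DMSO for no effect and medium-only wells lacking cells for full effect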
TRPML3 ag – agonists of human TRPML3 channel. Q8TDD5. HEK293 TRPML3-YFP, Fluo-8 calcium fluorescence; 100% = the carbachol control signal. 220,000 tested, 0.29% active. activation, % at 3 µM;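 active = activation above its plate's cutoff, the mean activation of the plate's test wells plus 3 SD, cut at about 12% in these data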;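 also: 0% = DMSO only wells and 100% = carbachol wells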
Target sequence (Q8TDD5 whole entry, looked up): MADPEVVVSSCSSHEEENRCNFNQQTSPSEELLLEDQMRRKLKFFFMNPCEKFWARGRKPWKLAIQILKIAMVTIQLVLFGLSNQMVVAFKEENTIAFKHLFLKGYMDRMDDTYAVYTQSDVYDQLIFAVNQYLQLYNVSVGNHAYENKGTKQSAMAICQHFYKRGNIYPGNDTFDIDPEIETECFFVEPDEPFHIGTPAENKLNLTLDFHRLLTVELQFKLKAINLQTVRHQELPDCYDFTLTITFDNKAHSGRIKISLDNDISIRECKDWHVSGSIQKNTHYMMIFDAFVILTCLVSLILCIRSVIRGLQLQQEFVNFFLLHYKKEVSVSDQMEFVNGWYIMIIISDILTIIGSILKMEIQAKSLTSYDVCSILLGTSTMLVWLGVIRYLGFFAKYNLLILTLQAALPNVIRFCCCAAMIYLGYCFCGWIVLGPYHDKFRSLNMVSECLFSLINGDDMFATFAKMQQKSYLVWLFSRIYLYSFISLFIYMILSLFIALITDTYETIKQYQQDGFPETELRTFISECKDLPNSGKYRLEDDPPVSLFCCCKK
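Material: TRPML3-YFP stable HEK293 cells | Dosing: One concentration, 3 µM nominal, 0.3% DMSO | Timing: 125 s total fluorescence read per well | Technique: Fluo-8 calcium dye fluorescence, ex 470-495, em 515-575 nm | Measure: Percent activation from peak-to-basal fluorescence ratio, scaled between DMSO and carbachol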
Numbers without * were called inactive; . = no result given; [ ] = another dose, or the depositor's remark.

SMILES	Calpain2 inh	Tb hexokinase	zfTRPN1 agonist	KCC2 mod	Furin inhibitor	Thrombin inh	EBV gp42 inh	PPC-1+TRAIL kill	TRPML3 ag
Cn1c(CN2CCCCC2)nc2cc(NS(=O)(=O)c3ccc(Cl)cc3)ccc21	31	3	2.6	.	-16[20 µM]	76*	-14	23	3.5
N#C/C(=C\c1ccc([N+](=O)[O-])cc1)C(=O)NCCCn1ccnc1	-1	-23	0.6	-0.13	-8	-9	-15	-6	0.3
Cc1ccc(S(=O)(=O)c2c(CO)c(-c3ccccc3)nn2C)cc1	14	-1	1.8	-0.027	-18	-2	-5	-1	0.5
CCN(c1ccccc1)S(=O)(=O)c1ccc(NCC2COc3ccccc3O2)nc1 (stereo not drawn)	5	-3	1.9	.	-11	1	-20	2	0.7
COc1ccc2c(c1)[nH]c1c(=O)n(CCc3cnc[nH]3)cnc12	-55	-3	0.2	.	-6	-8	-21	18	-0.4
COc1ccc(-c2nc3n(c2C)Cc2ccccc2-3)cc1	-173	-14	0.5	-1.3	-33	-4	5	23	-0.1
CC(CN1CCCCC1)OC(=O)C1c2ccccc2Oc2ccccc21 (stereo not drawn)	-26	10	0.4	0.14	-21[20 µM]	-4	-8	11	0.2
COc1ccc(-c2[nH]ncc2CN2CCC(C(=O)N3CCOCC3)CC2)c(F)c1	-27	3	0.6	-0.68	-28	-4	-23	16	1.2
CCOc1ccc(N(C(=O)C2CCCO2)C2C=CS(=O)(=O)C2)cc1 (stereo not drawn)	-10	-2	-3.0	-0.12	-11	-8	-7	29	0.3
N#Cc1nc(-c2ccco2)oc1NCCCn1ccnc1	-177	-2	-0.2	.	-26	-2	-11	7	0.2
Cc1onc(-c2ccccc2)c1C(=O)N/N=C(\N)COc1ccc(Cl)cc1	-5	2	1.5	.	-16[20 µM]	-1	-3	25	0.5
Clc1ccc(-c2nnc(N3CCCC3)nn2)cc1	-16	-11	1.8	.	-6	-7	-10	-10	0.5
CCCn1nnc(NC(=O)COc2ccc(Cl)cc2)n1	8	-8	-0.1	.	0[20 µM]	1	-13	-8	-0.2
COc1ccc(OC)c(C(=O)c2ccc(C(=O)Nc3ccc4ccccc4c3)cc2)c1	-15	-6	2.3	-0.3	-21	1	0	18	1.0
CCOC(=O)C1=C(O)/C(=C/c2cc(OC)c(OC)c(OC)c2)SC1=Nc1ccc(OC)cc1	-41	-26	-1.3	0.72	-18[20 µM]	-3	0	.	0.9
Cc1ccc(S(=O)(=O)N2CCCC2C(=O)O)cc1 (stereo not drawn)	-19	-4	0.2	.	-6	-9	-14	13	0.9
O=C(NC1=NCCS1)C1CC(=O)N(c2ccc(F)cc2)C1 (stereo not drawn)	-13	-5	-0.3	-1.1	-9[20 µM]	3	-17	14	0.5
CCOc1ccc(N=CC2=C(O)CC(C)(C)CC2=O)cc1	12	-34	0.9	-0.0021	-10[20 µM]	2	-6	-5	1.3
CCOC(=O)c1c(NC(=O)CN(C)C2CCN(C)CC2)sc(C(=O)Nc2ccccc2)c1C	9	12	0.8	-0.2	-5	-12	1	21	0.8
CCOC(=O)C1(C)/C(=N/Nc2ccccc2OC)C(=O)C(=O)N1c1ccccc1 (stereo not drawn)	1	-13	-3.9	.	-6	0	14	-4	-0.9
O=C1CN(C(=O)C2CC2)c2ccccc2N1	7	-2	1.6	0.56	-20[20 µM]	-1	2	19	0.8
O=C(N1CCN(c2ccccc2)CC1)C(F)(F)C(F)F	-25	-7	0.4	0.76	-10[20 µM]	-1	-2	22	-0.2
O=C(O)C1CCCN1S(=O)(=O)c1ccc2c(c1)CCC2 (stereo not drawn)	-35	6	0.5	-0.59	-35	-9	2	23	0.2
O=C(Nc1cnc2ccccn2c1=O)c1ccc(F)cc1	1	-38	0.0	0.2	-17[20 µM]	4	-9	9	1.0
Fc1cnc(N/N=C/c2ccc(-c3ccc(Br)cc3)o2)nc1N1CCOCC1	-20	-31	4.7	0.084	-6	2	-10	-7	1.2

The listing continues:
SMILES	Calpain2 inh	Tb hexokinase	zfTRPN1 agonist	KCC2 mod	Furin inhibitor	Thrombin inh	EBV gp42 inh	PPC-1+TRAIL kill	TRPML3 ag
Cn1nc([N+](=O)[O-])nc1Sc1nnnn1-c1ccc(C(=O)O)cc1	-28	-2	1.9	1.5	-25	-6	0	22	1.3
CCN(c1ccccc1)S(=O)(=O)c1ccc(Cl)c(NC(=O)COC(=O)c2ccc[nH]c2=O)c1	-4	-5	1.5	-0.17	-21	-17	-2	-5	0.8
COC(=O)c1ccccc1NC(=O)c1cccc(NC(=O)CSCc2ccccc2)c1C	15	0	0.1	.	-17[20 µM]	-11	-12	12	-0.1
CCOC(=O)COc1ccc(S(=O)(=O)N2CCN(c3ccccc3)CC2)cc1	-3	5	-1.8	-0.00089	-22	-1	-18	6	0.4
Cc1ccc(NC(=O)N2CCCc3ccccc32)cc1	-6	0	-0.5	.	-25	-2	-19	3	0.0
O=C(c1cccc(-n2cnnn2)c1)N1CC=C(c2ccccc2)CC1	-16	2	-0.1	.	-22	1	-11	32	0.1
O=C(O)c1ccc(S(=O)(=O)c2ccc3c(c2)C(=O)N(NC(=O)c2ccncc2)C3=O)cc1	-10	-21	0.7	-0.3	10	-2	-3	-9	0.4
NC(=O)[C@@H]1CCCN1Cc1nc(-c2ccc(C(F)(F)F)cc2)no1	22	9	1.6	-1.5	-4	-15	-9	.	1.2
O=C(Nc1cc(S(=O)(=O)Nc2ccccc2Cl)ccc1O)c1sc2cc(Cl)ccc2c1Cl	-41	13	0.6	1.6	-8	-2	-6	18	1.1
COc1cccc(C(=O)NCC2CCCO2)c1 (stereo not drawn)	-1	.	.	.	.	-4	-38	9	.
COc1cc(O)c(CCC(=O)c2cc(OC)c(OC)c(OC)c2)c(OC)c1	-16	2	0.0	-0.05	-14	-4	-17	-1	0.7
CC(C)(C)/C(O)=C/c1nc2ccccc2[nH]c1=O	-3	-6	0.3	0.47	-23	-7	-8	-20	0.3
CCCCNC(=O)CNC(=S)N(Cc1ccc(C)cc1)Cc1ccco1	25	2	-1.7	0.65	-20	13	4	8	-1.1
Cc1ccc(S(=O)(=O)NCC(=O)OCC(=O)Nc2cccc(S(=O)(=O)NC3=NCCCCC3)c2)cc1C	8	-10	-1.1	-0.49	-2	-10	-21	3	0.4
COc1ccc(-c2nnn(CC(=O)N(CC(=O)NC3CCCC3)Cc3ccco3)n2)cc1OC	1	0	0.7	0.61	-16	-1	-3	1	0.8
CCC(=O)N1CCCc2cc(S(=O)(=O)N3CCN(c4ccccc4F)CC3)ccc21	13	-3	2.7	-2.5	-4	-5	-4	8	1.9
O=C(COn1nnc2ccc(Cl)cc21)NCc1ccccc1	-7	-1	-0.5	.	-8	-3	-2	14	-1.1
COc1ccc(N2CCN(Cc3nc4ccccc4n3C)CC2)cc1	-3	-1	-1.1	0.34	-15	-7	4	5	-0.2
Cc1cc(C(=O)Nc2sc3c(c2C#N)CCC(C(C)(C)C)C3)no1 (stereo not drawn)	-227	-5	2.1	1.1	-24	5	3	-5	0.1
N#CC1=C2SCC(O)(c3ccccc3)N2C(=O)CC1c1ccccc1F (stereo not drawn)	35	-13	1.1	-0.53	-3[20 µM]	-5	-7	-4	1.0
CCOC(=O)N1CCC(NC(=O)c2cc(C(=O)NC3CCN(Cc4ccccc4)CC3)ccc2CO)CC1	-11	-3	1.8	-0.81	-15	3	-7	.	1.5
COC(=O)C(C(=O)Nc1cccc(Cl)c1C)C1CCCC1 (stereo not drawn)	19	-9	-2.6	-1.5	-9	9	-9	-4	0.3
O=c1[nH]c(Cc2cccs2)nc2ccccc12	-16	1	0.5	.	-12	2	1	20	0.6
O=C(NCCSc1c[nH]c2ccccc12)C1CC1	-7	-7	0.6	-0.56	-17	-4	-3	-7	0.2
CC(O)C(=O)N/N=C/c1cccc2ccccc12 (stereo not drawn)	25	-20	1.5	0.69	-1	48*	-1	15	-0.1
CC(NC(=O)c1nn(C)c(=O)c2ccccc12)c1ccc(F)cc1 (stereo not drawn)	-4	0	-0.5	.	-22	-3	-18	14	0.1
O=C(c1cccc2ccccc12)N1CCN(c2ccc([N+](=O)[O-])c(N3CCOCC3)c2)CC1	-17	-8	-2.2	-0.3	-4	8	6	9	-0.5

Of the compounds above, these contain a halogen.
SMILES	Calpain2 inh	Tb hexokinase	zfTRPN1 agonist	KCC2 mod	Furin inhibitor	Thrombin inh	EBV gp42 inh	PPC-1+TRAIL kill	TRPML3 ag
Cn1c(CN2CCCCC2)nc2cc(NS(=O)(=O)c3ccc(Cl)cc3)ccc21	31	3	2.6	.	-16[20 µM]	76*	-14	23	3.5
COc1ccc(-c2[nH]ncc2CN2CCC(C(=O)N3CCOCC3)CC2)c(F)c1	-27	3	0.6	-0.68	-28	-4	-23	16	1.2
Cc1onc(-c2ccccc2)c1C(=O)N/N=C(\N)COc1ccc(Cl)cc1	-5	2	1.5	.	-16[20 µM]	-1	-3	25	0.5
Clc1ccc(-c2nnc(N3CCCC3)nn2)cc1	-16	-11	1.8	.	-6	-7	-10	-10	0.5
CCCn1nnc(NC(=O)COc2ccc(Cl)cc2)n1	8	-8	-0.1	.	0[20 µM]	1	-13	-8	-0.2
O=C(NC1=NCCS1)C1CC(=O)N(c2ccc(F)cc2)C1 (stereo not drawn)	-13	-5	-0.3	-1.1	-9[20 µM]	3	-17	14	0.5
O=C(N1CCN(c2ccccc2)CC1)C(F)(F)C(F)F	-25	-7	0.4	0.76	-10[20 µM]	-1	-2	22	-0.2
O=C(Nc1cnc2ccccn2c1=O)c1ccc(F)cc1	1	-38	0.0	0.2	-17[20 µM]	4	-9	9	1.0
Fc1cnc(N/N=C/c2ccc(-c3ccc(Br)cc3)o2)nc1N1CCOCC1	-20	-31	4.7	0.084	-6	2	-10	-7	1.2
CCN(c1ccccc1)S(=O)(=O)c1ccc(Cl)c(NC(=O)COC(=O)c2ccc[nH]c2=O)c1	-4	-5	1.5	-0.17	-21	-17	-2	-5	0.8
NC(=O)[C@@H]1CCCN1Cc1nc(-c2ccc(C(F)(F)F)cc2)no1	22	9	1.6	-1.5	-4	-15	-9	.	1.2
O=C(Nc1cc(S(=O)(=O)Nc2ccccc2Cl)ccc1O)c1sc2cc(Cl)ccc2c1Cl	-41	13	0.6	1.6	-8	-2	-6	18	1.1
CCC(=O)N1CCCc2cc(S(=O)(=O)N3CCN(c4ccccc4F)CC3)ccc21	13	-3	2.7	-2.5	-4	-5	-4	8	1.9
O=C(COn1nnc2ccc(Cl)cc21)NCc1ccccc1	-7	-1	-0.5	.	-8	-3	-2	14	-1.1
N#CC1=C2SCC(O)(c3ccccc3)N2C(=O)CC1c1ccccc1F (stereo not drawn)	35	-13	1.1	-0.53	-3[20 µM]	-5	-7	-4	1.0
COC(=O)C(C(=O)Nc1cccc(Cl)c1C)C1CCCC1 (stereo not drawn)	19	-9	-2.6	-1.5	-9	9	-9	-4	0.3
CC(NC(=O)c1nn(C)c(=O)c2ccccc12)c1ccc(F)cc1 (stereo not drawn)	-4	0	-0.5	.	-22	-3	-18	14	0.1
